Source: PubChem BioAssay
TDP1 inh = TDP1 (human) enzyme inhibition; hit rate 0.28% among 350,000; Q9NUW8; recombinant TDP1, AlphaScreen DNA substrate cleavage; Potency, µM (highest dose often 130 µM), inactives show at the highest dose activity change, negative = inhibition, hits mostly inhibitors; also: nearly all actives have a fitted effect of over 40% in size
Target sequence (Q9NUW8 whole entry, looked up): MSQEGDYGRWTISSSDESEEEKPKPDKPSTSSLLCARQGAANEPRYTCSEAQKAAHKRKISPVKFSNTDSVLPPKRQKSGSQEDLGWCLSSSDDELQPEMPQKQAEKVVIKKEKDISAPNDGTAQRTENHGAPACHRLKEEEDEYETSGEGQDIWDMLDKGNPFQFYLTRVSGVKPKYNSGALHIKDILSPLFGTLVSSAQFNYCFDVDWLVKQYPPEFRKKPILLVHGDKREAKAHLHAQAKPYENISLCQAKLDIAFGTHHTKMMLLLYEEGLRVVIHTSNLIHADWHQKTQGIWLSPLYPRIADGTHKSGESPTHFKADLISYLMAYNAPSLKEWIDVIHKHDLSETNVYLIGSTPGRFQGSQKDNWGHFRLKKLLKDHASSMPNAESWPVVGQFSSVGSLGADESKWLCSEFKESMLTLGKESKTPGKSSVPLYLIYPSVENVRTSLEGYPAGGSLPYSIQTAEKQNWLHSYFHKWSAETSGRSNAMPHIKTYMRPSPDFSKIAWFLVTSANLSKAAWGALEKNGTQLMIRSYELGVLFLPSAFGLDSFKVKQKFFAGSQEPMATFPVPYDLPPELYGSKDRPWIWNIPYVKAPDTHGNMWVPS
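Signal: AlphaScreen proximity between streptavidin donor and anti-FITC acceptor beads on intact substrate. Reaction: Tdp1 1 nM, substrate 15 nM final, 5 min RT after 15 min compound preincubation.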
N370S GC mod = N370S glucocerebrosidase modulation, Gaucher chaperone candidate | Potency, µM (titrated, usually from 59.4 µM), inactives show at the highest dose activity change, negative = inhibition, most hits filed as inhibitors | N370S GC spleen homogenate, 4MU-glucoside fluorescence | P04062 | hit rate 0.092% among 330,000;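 also: 0% = full enzyme activity and -100% = no enzyme basal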
FEN1 inhibitor = blocks human flap endonuclease 1; Recombinant FEN1 flap cleavage, fluorescence, 15 min; Potency, µM (titrated, usually from 114 µM), for the others: at the top dose activity change, negative = inhibition, actives largely listed as inhibitors; hit rate 0.35% among 390,000; also: nearly all actives have a fitted effect of over 65% in size
Target sequence (P39748 whole entry, looked up): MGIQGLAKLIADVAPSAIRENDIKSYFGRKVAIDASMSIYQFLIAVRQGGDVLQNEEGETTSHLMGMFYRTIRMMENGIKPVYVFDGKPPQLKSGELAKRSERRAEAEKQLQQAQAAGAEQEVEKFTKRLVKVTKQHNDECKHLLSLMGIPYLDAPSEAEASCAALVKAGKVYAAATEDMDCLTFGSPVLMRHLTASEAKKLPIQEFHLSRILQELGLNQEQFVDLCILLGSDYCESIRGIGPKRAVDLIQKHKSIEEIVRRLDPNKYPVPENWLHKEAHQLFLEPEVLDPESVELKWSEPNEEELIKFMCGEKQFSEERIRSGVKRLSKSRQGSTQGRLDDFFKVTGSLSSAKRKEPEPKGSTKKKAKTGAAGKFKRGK
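Reaction started by adding substrate (50 nM final) to 10 nM enzyme after 15 min room-temperature compound preincubation. Reads at 0 and 15 min, with data normalized and fitted to a four-parameter Hill equation.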
Starred values were filed as active, the others as inactive; ? = inconclusive; . = not tested or not shown; & = joins results of further samples; [ ] = remark or other dose. Calls follow the shape of the dose curve; as a rule, active = well fitted curve in the direction sought with a large enough effect; inconclusive = small, poorly fitted or top-dose-only effect, or another doubt; inactive = no such curve, though single readings can be large; an effect the other way counts as inactive or inconclusive. Unless noted, % is scaled to controls: 0 for no effect and ±100 for the full control effect; potency is read from the fitted curve at half-maximal effect.

SMILES | TDP1 inh | N370S GC mod | FEN1 inhibitor
COc1ccc(CCN(C)Cc2nc(Cc3ccc(OC)c(OC)c3)no2)cc1OC | 6% | -25% | -12%
CCc1nc2oc(C(=O)c3ccccc3)c(N)c2c2c1COC(C)(C)C2 | -6% | ? | 9%
O=C(CSc1nc2ccccc2n1Cc1c(F)cccc1Cl)N1CCN(c2ccc(F)cc2)CC1 | -5% | . | 18%
CCOc1cc(CNCCCN2CCOCC2)ccc1OCC(=O)NC(C)(C)C | -6% | -2% | -3%
CC(C)c1ccc(NC(=O)[C@@H]2CCC(=O)N2C2OC(=O)c3ccccc32)cc1 (stereo not given in full) | . | 1% | 21%
O=C(Nc1ccc(C(=O)N2CCOCC2)cc1)c1cc(-c2cccnc2)nc2ccc(Br)cc12 | 8% | -13% | 4%
CN(C)CCCOc1c2ccccc2n(Cc2ccccc2)[n+]1[O-] | 6% | -4% | .
O=S(=O)(c1ccc(S(=O)(=O)N2CCN(C/C=C/c3ccccc3)CC2)cc1)N1CCCC1 | 4% | 0% | 7%
CC(C)C[C@H]1CN=C(Nc2ccccc2)N1CC1CCCCC1 | . | -2% | -4%
CC(C)CNC(=O)C(=O)Nc1cc2c3c(c1)CCC(=O)N3CCC2 | 1% | -22% | 19%
Cc1cccc(NC(=O)c2sc3nc(N4CCOCC4)c4c(c3c2N)CC(C)(C)OC4)c1 | 0% | . | 1%
Cc1ccc(-n2c(-c3ccncc3)n[nH]c2=S)cc1C | -4% | 21% | 15%
O=C(OC(c1ccccc1)c1nccc2ccccc12)c1cc([N+](=O)[O-])cc([N+](=O)[O-])c1 (stereo not given) | 11% | 28% | 1%
CCOC(=O)C(C)c1ccc2cc(OC)ccc2c1 (stereo not given) | 1% | 0% | -6%
Cc1ccccc1Nc1nc(N)nc(COC(=O)c2ccco2)n1 | 1% | . | 1%
COc1ccc(NC(=O)CCCc2nnc3n(C)c(=O)c4sccc4n23)cc1 | 5% | -1% | 23%
Cc1cc(C(=O)N/N=C/c2cc(Cl)cc([N+](=O)[O-])c2O)n[nH]1 | 6% | -1% | -1%
Cc1ccc(/C=N/Nc2nc(Cl)c(Cl)cc2Cl)s1 | 5% | 9% | 4%
CCOc1ccc(CCNC(=O)CN2C(=O)NC3(CCCc4ccccc43)C2=O)cc1OCC (stereo not given) | -5%[0.505 µM] | 1% | 12%
CCOc1ccc(NC(=O)/C=C/c2ccccc2)c([N+](=O)[O-])c1 | 5% | 7% | -2%
COc1ccc(/C=C/c2ccc3cccc(O)c3n2)c(OC)c1OC | . | 5% | -1%
CCOc1ccc(NC(=O)C2CCCN(c3nn4c(=O)cc(C)nc4s3)C2)cc1 (stereo not given) | 2% | 0% | 20%
O=[N+]([O-])c1cccc(NC(=S)N2CCc3ccccc3C2)c1 | 11% | -8% | 4%
Cc1cc(NC(=O)CSc2ncccn2)no1 | -1%[56.1 µM] | 8% | 7%
Cc1cc(C(=O)N2CCCCCC2)cs1 | -3% | -2% | 8%
O=C(CCCOc1ccccc1)Nc1ccncc1 | 1% | 1% | -5%
COc1ccc(-n2c(SCC(=O)C(C)(C)C)nc3ccsc3c2=O)cc1 | -2% | 1% | 2%
Cc1ccc(-n2nc(CO)c(C(=O)NCc3cccnc3)n2)cc1 | -2% | . | 17%
CN1CC(=O)Nc2ccc([N+](=O)[O-])cc2C1=O | . | -10% | 19%
C=C(C)C(O)/C=C/c1ccc(Br)cc1 (stereo not given) | 3% | -3% | .
Cc1nn(-c2ccccc2)c(OC(=O)C(C)C)c1Sc1ccc(Cl)cc1 | 6% | . | -13%
O=C(COC(=O)c1ccc(Cl)c(S(=O)(=O)N2CCOCC2)c1)NCc1ccco1 | -11% | -2% | 1%
O=C(c1ccncc1)N1CCN(S(=O)(=O)c2ccc(OC(F)(F)F)cc2)CC1 | 1% | . | -8%
CC(=O)OC1CC2C(C)(C)C(=O)C3OC3[C@]2(C)C2CC[C@@]3(C)C(c4ccoc4)OC(=O)C4OC43[C@]12C (stereo not given in full) | 6% | 6% | .
COCCNC(=O)C(c1ccc(C)o1)N(Cc1ccco1)C(=O)c1snc(C(N)=O)c1N (stereo not given) | 2% | 7% | -13%
CCOc1cc(S(=O)(=O)NCCCN2CCOCC2)c(C)cc1C | 3% | -21% | 8%
COc1ccc(Cc2noc(-c3ccc([N+](=O)[O-])cc3)n2)cc1OC | . | -16% | -5%
O=C(Nc1ccc(F)cc1)Nc1nnc(COc2ccccc2F)s1 | -8% | -2% | 9%
Cc1cc(C)n(-c2nnc(C)n2N)n1 | 7% | ? | -7%
Cc1nc(NC(=O)COC(=O)CNC(=O)c2ccco2)c(Cl)cc1Cl | -3% | . | -4%

Quoted from the listing, 23 compounds:
SMILES | TDP1 inh | N370S GC mod | FEN1 inhibitor
Cc1ccccc1Nc1nc(N)nc(COC(=O)c2ccco2)n1 | 1% | . | 1%
COc1ccc(NC(=O)CCCc2nnc3n(C)c(=O)c4sccc4n23)cc1 | 5% | -1% | 23%
Cc1cc(C(=O)N/N=C/c2cc(Cl)cc([N+](=O)[O-])c2O)n[nH]1 | 6% | -1% | -1%
Cc1ccc(/C=N/Nc2nc(Cl)c(Cl)cc2Cl)s1 | 5% | 9% | 4%
CCOc1ccc(CCNC(=O)CN2C(=O)NC3(CCCc4ccccc43)C2=O)cc1OCC (stereo not given) | -5%[0.505 µM] | 1% | 12%
CCOc1ccc(NC(=O)/C=C/c2ccccc2)c([N+](=O)[O-])c1 | 5% | 7% | -2%
COc1ccc(/C=C/c2ccc3cccc(O)c3n2)c(OC)c1OC | . | 5% | -1%
CCOc1ccc(NC(=O)C2CCCN(c3nn4c(=O)cc(C)nc4s3)C2)cc1 (stereo not given) | 2% | 0% | 20%
O=[N+]([O-])c1cccc(NC(=S)N2CCc3ccccc3C2)c1 | 11% | -8% | 4%
Cc1cc(NC(=O)CSc2ncccn2)no1 | -1%[56.1 µM] | 8% | 7%
Cc1cc(C(=O)N2CCCCCC2)cs1 | -3% | -2% | 8%
O=C(CCCOc1ccccc1)Nc1ccncc1 | 1% | 1% | -5%
COc1ccc(-n2c(SCC(=O)C(C)(C)C)nc3ccsc3c2=O)cc1 | -2% | 1% | 2%
Cc1ccc(-n2nc(CO)c(C(=O)NCc3cccnc3)n2)cc1 | -2% | . | 17%
CN1CC(=O)Nc2ccc([N+](=O)[O-])cc2C1=O | . | -10% | 19%
C=C(C)C(O)/C=C/c1ccc(Br)cc1 (stereo not given) | 3% | -3% | .
Cc1nn(-c2ccccc2)c(OC(=O)C(C)C)c1Sc1ccc(Cl)cc1 | 6% | . | -13%
O=C(COC(=O)c1ccc(Cl)c(S(=O)(=O)N2CCOCC2)c1)NCc1ccco1 | -11% | -2% | 1%
O=C(c1ccncc1)N1CCN(S(=O)(=O)c2ccc(OC(F)(F)F)cc2)CC1 | 1% | . | -8%
CC(=O)OC1CC2C(C)(C)C(=O)C3OC3[C@]2(C)C2CC[C@@]3(C)C(c4ccoc4)OC(=O)C4OC43[C@]12C (stereo not given in full) | 6% | 6% | .
COCCNC(=O)C(c1ccc(C)o1)N(Cc1ccco1)C(=O)c1snc(C(N)=O)c1N (stereo not given) | 2% | 7% | -13%
CCOc1cc(S(=O)(=O)NCCCN2CCOCC2)c(C)cc1C | 3% | -21% | 8%
COc1ccc(Cc2noc(-c3ccc([N+](=O)[O-])cc3)n2)cc1OC | . | -16% | -5%

Following part:
SMILES | TDP1 inh | N370S GC mod | FEN1 inhibitor
COc1ccc(C2/C=C\CN(C(=O)c3ccc(C)cc3)C(Cc3ccccc3)C(=O)N2Cc2ccc(F)cc2)cc1 (stereo not given) | 8% | -7% | -1%
CCOC(=O)N1CCN(C(=O)CS(=O)(=O)c2cn(Cc3ccc(F)cc3)c3ccccc23)CC1 | . | 6% | -15%
Cc1cccc(N2CCN(S(=O)(=O)c3ccc(F)c(C(=O)Nc4cccc(Cl)c4C)c3)CC2C)c1 (stereo not given) | 5% | . | -6%
CSc1ccccc1C(=O)C1CCCN(C(=O)NC(C)C)C1 (stereo not given) | . | 5% | 1%
O=C(c1cc2nc(-c3ccco3)cc(C(F)(F)F)n2n1)N1CCN(c2ccccn2)CC1 | 4% | -3% | 4%
COc1ccccc1-c1nc(C(=O)NCC2CCCO2)cc2c1[nH]c1ccccc12 (stereo not given) | . | ? | ?
COc1ccc(S(=O)(=O)N(CC(=O)N2CCN(C)CC2)c2ccc(C)cc2)cc1Br | 5% | -9% | 9%
Cc1sc(NC(=O)c2ccco2)c(CN2CCN(Cc3ccccc3)CC2)c1C | 11% | ? | -29%
O=c1[nH]c(-c2cccs2)nc2ccccc12 | 5% | 5% | -8%
C#CCOCCOCCOCCNc1nc(N2CCOCC2)nc(N2CCN(C(=O)[C@H](CCCCN)n3cc([C@@H](N)CO)nn3)CC2)n1 | 3% | -12% | 6%
COc1ccc(CN(CCCN2CCOCC2)C(=O)Nc2cccc(Cl)c2)cc1OC | 1% | -18% | -2%
COC(=O)C1(C(=O)OC)CC2=C[C@H](CC2=O)Cc2ccccc2[C@@H]1C[N+](=O)[O-] | 7%&4% | -5%&1% | .
O=C(CCCN1C(=O)/C(=C/c2cccc(Br)c2)SC1=S)NCCCN1CCOCC1 | 14% | -6% | -3%
Cc1ccc2c(Cl)cc(Cl)c(OCC(=O)OCC(=O)Nc3ccc(C#N)cc3)c2n1 | 3% | 8% | 1%
CCOC(=O)C(NC(C)=O)(N1CCc2ccccc2C1)C(F)(F)F (stereo not given) | -5% | -15% | -15%
O=c1cc2c(nn1Cc1ccc(F)cc1)-c1ccccc1CC2 | 0% | 12% | -1%
CSCC[C@H](NC(=O)CCn1nnc2ccccc2c1=O)C(=O)O | -1% | 3%[2.35 µM] | -14%
Cc1cc(C)c(C(=O)COC(=O)c2ccc(NC(=O)CC#N)cc2)cc1C | 6% | 2% | -21%
CCCc1cc(-c2[nH]ncc2-c2ccc(C(=O)OCC)o2)c(O)cc1O | 8% | 2% | -19%
O=C(c1ccco1)N1N=C(c2ccncc2)CC1(O)C(F)(F)F (stereo not given) | -3% | 6% | 13%
COc1ccc(C)cc1NC(=O)C(=O)NCCc1sc(-c2cccc(C)c2)nc1C | 5% | . | -1%
CC1=NCCN1S(=O)(=O)c1cccc([N+](=O)[O-])c1 | 0% | 3% | 16%
S=c1[nH]c(-c2ccc(Br)cc2)cn1CCc1ccccc1 | 3% | 1% | 6%
COc1cccc(NC(=O)CSc2nc3c(oc4ccccc43)c(=O)[nH]2)c1 | -1% | 7% | -7%
CCn1cc(C(=O)OCC(=O)OC2CC(C)CCC2C(C)C)c(=O)c2ccc(C)nc21 (stereo not given) | 3% | ? | ?
Cc1cc(=O)n2[nH]c(N)c(N=Nc3ccccc3)c2n1 | 3% | -9% | -3%
Cc1cc(C)cc(OCC(=O)Nc2ccc(S(=O)(=O)Nc3ccccn3)cc2)c1 | -5% | -5% | 3%
CC(=O)c1c(C)[nH]c(C(=O)Nc2ccccn2)c1C | 4% | 0% | -4%
Cc1ccc(NC(=O)Cc2nc(CN(C)CC(=O)Nc3ccc(C)cc3)cs2)cc1 | 1% | . | -10%
CCn1c(C)nc2cc(S(=O)(=O)N3CCCCC3)ccc21 | 6% | -18% | -2%
O=C(c1ccco1)N1CCN(CC2CC3C=CC2C3)CC1 (stereo not given) | -3% | 0% | 8%
CC(Oc1ccc(Cl)cc1Cl)C(=O)N(C)c1ccccc1 (stereo not given) | -4% | 7% | 11%
CO[C@H]1/C=C/O[C@@]2(C)Oc3c(C)c(O)c4c(O)c(c(/C=N/N5CCN(C)CC5)c(O)c4c3C2=O)NC(=O)/C(C)=C\C=C\[C@H](C)[C@H](O)[C@@H](C)[C@@H](O)[C@@H](C)[C@H](OC(C)=O)[C@@H]1C | 18%&15% | -13%&-14% | .
OCC1(CCOc2ccccc2)CCN(Cc2cn[nH]c2-c2ccc(F)cc2)CC1 | 0% | 4% | -19%
Cc1ccc(O)c(Cn2nnc3ccccc32)c1 | 1% | 3% | -4%
CC(=O)Nc1ccc(S(=O)(=O)NCCC(=O)OCC(=O)N2CCN(C(=O)c3ccco3)CC2)cc1 | 40µM* | -10% | -2%
Cc1nc(N2CCCC2)ncc1C(=O)N1CCN(c2ccc(Cl)cc2)CC1 | 4% | . | 4%

Laid out differently: 2 of the compounds above
| SMILES | TDP1 inh | N370S GC mod | FEN1 inhibitor |
| --- | --- | --- | --- |
| O=C(c1ccco1)N1CCN(CC2CC3C=CC2C3)CC1 (stereo not given) | -3% | 0% | 8% |
| CC(=O)Nc1ccc(S(=O)(=O)NCCC(=O)OCC(=O)N2CCN(C(=O)c3ccco3)CC2)cc1 | 40µM* | -10% | -2% |

Compounds were not picked by outcome; 0.53% or so of the library scored in one or more.
